Bioassay records deposited in PubChem by several laboratories.
TbMetRS inhib: blocks T. brucei methionyl-tRNA synthetase activity; AID 624268; purified T. brucei MetRS, ATP depletion, Kinase-Glo luminescence; inhibition, % at 11.9 µM; 360,000 compounds, 0.4% hits;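 active means inhibition above a per-plate cutoff of the control wells' mean inhibition plus 3 SD, cut at about 5.5% in these data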;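 further: 0% = DMSO wells median and 100% = median of wells with control inhibitor compound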
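Test system: purified T. brucei MetRS enzyme. Also added: ATP, methionine and E. coli bulk tRNA substrates. Compound: 11.9 µM single point. Schedule: 15 min enzyme-compound preincubation, 2 h reaction, 10 min detection, 25 °C. Signal: luciferase luminescence of residual ATP, Kinase-Glo. Evaluation: percent inhibition versus plate control medians. Controls: DMSO wells, low control.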
MsrA inh: inhibitors of bovine MsrA; purified bovine MsrA, absorbance read-out; inhibition, % at 15.5 µM; 360,000 compounds, 0.75% hits; AID 651718; in the data active means inhibition above about 4.5%;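 further: 0% = vehicle wells with enzyme and 100% = reference inhibitor wells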
STEP inh: STEP (human) phosphatase inhibition; P54829; recombinant STEP, OMFP fluorogenic substrate, fluorescence; inhibition, % at 20 µM; 360,000 compounds, 0.25% hits; AID 588621;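 active means inhibition at 20 µM, scaled per plate between control wells, above about 37%, limit read from the data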;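 further: 0% = DMSO with enzyme and substrate and 100% = substrate only without enzyme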
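Material: STEP (striatal-enriched tyrosine phosphatase) enzyme, cell-free; Compound dosing: 20 µM single dose in 1% DMSO; Technique: fluorescence read at 480 nm ex / 540 nm em; Times: reaction 20 min, ambient temperature; Medium: 50 mM Bis-Tris pH 6.0 with 2.5 mM DTT and 0.005% Tween 20; Also added: OMFP at 25 µM.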
DNMT1 inh: blocks human DNA methyltransferase DNMT1; P26358; DNMT1 molecular beacon, Hinp1I cleavage, fluorescence; 360,000 compounds, 0.83% hits; inhibition (reported as % activation of signal), % at 10 µM; in the data active means inhibition above about 50%
Target sequence (P26358 504-1616 limits assumed): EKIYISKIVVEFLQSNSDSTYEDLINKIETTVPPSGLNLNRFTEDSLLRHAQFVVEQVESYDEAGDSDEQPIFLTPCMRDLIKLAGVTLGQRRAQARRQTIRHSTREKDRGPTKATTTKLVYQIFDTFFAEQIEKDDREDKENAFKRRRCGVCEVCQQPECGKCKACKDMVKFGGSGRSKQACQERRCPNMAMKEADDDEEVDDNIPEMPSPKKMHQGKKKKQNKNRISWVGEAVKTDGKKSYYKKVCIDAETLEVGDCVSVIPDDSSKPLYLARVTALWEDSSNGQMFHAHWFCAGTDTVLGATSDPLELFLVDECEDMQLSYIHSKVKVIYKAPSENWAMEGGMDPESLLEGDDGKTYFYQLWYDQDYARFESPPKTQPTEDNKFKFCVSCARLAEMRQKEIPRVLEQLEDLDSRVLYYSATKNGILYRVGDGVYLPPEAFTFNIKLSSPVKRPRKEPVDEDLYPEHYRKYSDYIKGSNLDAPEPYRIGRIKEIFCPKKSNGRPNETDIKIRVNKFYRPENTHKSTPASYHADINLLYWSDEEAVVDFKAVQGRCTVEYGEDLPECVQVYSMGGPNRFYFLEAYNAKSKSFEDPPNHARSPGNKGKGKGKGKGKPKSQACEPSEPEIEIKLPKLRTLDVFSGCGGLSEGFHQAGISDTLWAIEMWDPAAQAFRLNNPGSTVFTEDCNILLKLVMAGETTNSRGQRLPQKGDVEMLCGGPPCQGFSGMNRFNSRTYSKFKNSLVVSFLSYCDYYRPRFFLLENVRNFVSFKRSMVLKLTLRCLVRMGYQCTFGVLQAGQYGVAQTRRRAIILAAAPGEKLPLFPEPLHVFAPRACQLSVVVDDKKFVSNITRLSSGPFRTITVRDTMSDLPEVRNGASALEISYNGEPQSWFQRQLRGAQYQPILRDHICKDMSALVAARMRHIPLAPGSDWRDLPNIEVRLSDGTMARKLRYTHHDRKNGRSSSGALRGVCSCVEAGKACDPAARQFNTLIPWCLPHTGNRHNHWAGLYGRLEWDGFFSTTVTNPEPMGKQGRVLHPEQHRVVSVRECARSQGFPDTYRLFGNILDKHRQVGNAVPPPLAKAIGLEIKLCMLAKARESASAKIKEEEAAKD
CendR NRP1 mod: alters CendR peptide binding to human NRP-1. FAM-RPARPAR peptide binding to NRP-1, fluorescence polarization. AID 602438. O14786. 360,000 compounds, 0.85% hits. inhibition, % at 25 µM;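 active means inhibition or corrected inhibition above about 18%, plus a signal ratio from 0.5 to 1.5, limit read from the data, passing the limit was not always enough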; further: strong numbers were not always called active
E coli Lon inh: inhibitors of E. coli Lon protease; P0A9M0; purified E. coli Lon protease, fluorescence polarization; inhibition, % at 7.94 µM; 360,000 compounds, 0.42% hits; AID 602123; in the data active means inhibition above about 13%, passing the limit was not always enough;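 further: 0% = enzyme with probe and DMSO and 100% = no enzyme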
SUMO1-SIM PPI: SUMO1-SIM interaction modulation. SUMO1 binding to a labelled peptide, TR-FRET, 1 h. inhibition, % at 20 µM. AID 602429. 360,000 compounds, 0.33% hits; in the data active means inhibition above about 37%
MsrA act: activates bovine MsrA enzyme | purified bovine MsrA, absorbance read-out | activation, % at 10.6 µM | 360,000 compounds, 0.3% hits; in the data active means activation above about 7.5%;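 further: 0% = vehicle and 100% = reference activator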
Scp-1 inhibitor: Scp-1 (human) phosphatase inhibition; Q9GZU7; Recombinant Scp1, phosphopeptide, malachite green phosphate absorbance; inhibition, % at 20 µM; 340,000 compounds, 0.88% hits;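 active means inhibition above about 50% at 20 µM, limit read from the data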;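 further: plate controls were DMSO wells with enzyme for no effect and wells lacking enzyme for full effect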
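Times: enzyme reaction 45 min at room temperature, colour 5 min, stabilisation 30 min. Material: SCP-1 catalytic fragment, aa 76-261. Medium: Acidic Tris acetate buffer with magnesium and detergent. Signal: colorimetric free-phosphate detection, absorbance 630 nm. Read-out basis: % inhibition of SCP-1 phosphate liberation. Reagent: Phosphorylated 17-residue peptide substrate.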
LMPTP inh: LMPTP (human) inhibition; P24666; recombinant LMPTP-A, OMFP fluorogenic substrate, fluorescence intensity; inhibition, % at 20 µM; 360,000 compounds, 0.22% hits; AID 651560;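 active means compounds that cut the enzyme signal by at least half of the control window in the single-dose screen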;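 further: plate controls were DMSO wells with enzyme plus substrate for no effect and substrate without enzyme for full effect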
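Assay system: LMPTP-A enzyme. Input: 0.625 nM LMPTP-A final. Probe or stimulus: 400 µM OMFP. Compound dosing: single 20 µM dose. Schedule: 50 min dark incubation at room temperature. Detection: fluorescence intensity of OMFP turnover product. Read-out: percent inhibition versus substrate-only and uninhibited controls. Benchmarks: no-enzyme low control, uninhibited high control.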
The depositor's hits bear a star; · = not tested or not shown.

TbMetRS inhib	MsrA inh	STEP inh	DNMT1 inh	CendR NRP1 mod	E coli Lon inh	SUMO1-SIM PPI	MsrA act	Scp-1 inhibitor	LMPTP inh	smiles
0.3	0.2	-4	5	-1	-3	-18	-2	-1	-0.3	CC(=O)c1cccc(NC(=O)CCNS(=O)(=O)c2cccc3nsnc23)c1
-0.7	0.3	3	-1	-2	-1	-2	-11	-1	-1.8	O=C(COC(=O)C1CCCCC1)NCCc1ccccc1
-0.2	0.0	-1	-2	-6	-6	-6	-2	0	-1.6	O=C(COC(=O)c1cc[n+]([O-])cc1)NC(=O)c1ccc(OC(F)F)cc1
-0.5	-0.8	-1	4	2	-9	-3	-2	-5	-0.3	CCCCn1c(N)c(N(CCC(C)C)C(=O)C2CCCC2)c(=O)[nH]c1=O
-0.5	-1.4	-2	2	-12	-10	3	-2	0	-1.4	COc1ccc(Cl)cc1S(=O)(=O)N1CCN=C1C
-1.0	1.7	2	3	3	-4	7	-12	0	1.5	COc1ccc(-c2nn(C)c3sc(C(=O)N4CCOCC4)cc23)cc1OC
-1.4	5.1*	0	-2	-3	0	12	-5	-9	1.6	COc1cc2c(cc1OC)-c1cc(Nc3ccc4c(c3)OCCO4)nc(=O)n1CC2
-0.6	1.5	-1	-9	-9	10	-11	-1	-3	1.2	Cc1cc(/C=C2/NC(=O)N(Cc3ccccc3F)C2=O)c(C)n1C(C)C
-0.2	0.9	-2	-5	-8	-11	0	-1	·	-1.0	CCc1cccc(NC(=O)CSc2nc(C)cs2)c1
-0.7	-0.9	-3	3	-5	0	1	-9	-3	-0.7	CCC(CC)NC(=O)COC(=O)CCC(=O)c1cccs1
-0.5	-0.2	-3	0	0	0	1	-3	-8	-0.2	CCCOc1ccc(CN(C(=O)c2cccc(OC)c2)C2CCS(=O)(=O)C2)cc1 (centres undefined)
0.4	-0.3	2	5	-11	4	5	-2	-9	-1.3	CC1CC(C)CN(S(=O)(=O)CCNC(=O)c2ccc3c(c2)OCO3)C1 (centres undefined)
0.1	-1.7	-2	1	12	-5	2	-2	-5	-1.6	O=C(NC1CCCC1)C(=O)N(c1ccccc1F)C(C(=O)NCC1CCCO1)c1cccs1 (centres undefined)
-0.6	-1.0	-4	-2	6	4	-1	-4	-15	0.3	CN(C)S(=O)(=O)Oc1ccc(C(=O)Nc2cccc(Cl)c2)cc1
-0.4	-0.8	3	-2	0	-2	5	-1	-12	2.6	CCCOc1cccc(NC(=O)c2c(-c3ccccc3)noc2C)c1
-0.2	-1.2	2	5	-4	2	-27	-1	-7	1.9	COc1ccccc1-n1cc2c([N+](=O)[O-])cc([N+](=O)[O-])cc2n1
-0.5	1.0	3	7	1	-3	5	0	1	-0.3	COc1cc2[nH]c(-c3ccc(C)cc3)cc(=O)c2cc1OC
0.8	0.5	0	0	4	-3	0	-2	2	1.6	Cc1cc(C)c(S(=O)(=O)Nc2ccc(N(C)C)cc2)c(C)c1-n1cnnn1
-0.9	2.2	1	-2	-8	-16	-26	-8	-5	5.8	O=C1/C(=C/c2cccc([N+](=O)[O-])c2)Oc2cc(O)ccc21
-0.3	-0.8	-1	2	0	0	0	-2	-7	0.3	Cc1ccc(Cl)cc1NC(=O)COC(=O)C1CCCCC1
-0.4	1.5	0	-9	-11	-16	-16	-3	-7	1.3	CC1(C)CC(=O)C(C(C2=C(O)CC(C)(C)CC2=O)c2ccc([N+](=O)[O-])cc2)C(=O)C1 (centres undefined)
-0.1	1.1	1	-8	25	6	-1	-6	-4	-0.8	CCOC(=O)[C@H]1[C@H]2COc3ccc(C)cc3[C@@H]2N2C(=O)CN(Cc3ccc(Cl)cc3)C(=O)[C@@]12C
-0.5	0.3	-1	8	-13	2	0	-2	3	1.1	COc1ccc(C(=O)NC(=S)Nc2cc3oc4ccccc4c3cc2OC)cc1
0.2	-0.6	6	-24	-11	-10	18	0	-1	1.0	CC(=O)NCCC(=O)Nc1nc(-c2c[nH]c3ccccc23)cs1
-0.1	0.1	5	0	2	-7	-1	-2	-8	-1.1	COc1ccc(C)cc1NC(=O)c1ccc(S(=O)(=O)N2CCOCC2)cc1
-1.9	·	0	6	-6	-2	0	-15	-4	-1.3	CC[C@H](C)[C@H](NS(=O)(=O)c1ccc(C)cc1)C(=O)N1CCC(C(=O)N[C@H](C(=O)O)C(C)C)CC1
-0.2	·	1	-4	-52	-180	-11	-3	-5	2.7	COc1ccc(C(=O)/C=C/c2cn(CC(O)CN3CCOCC3)c3ccccc23)cc1 (centres undefined)
-0.4	0.3	0	2	-2	-3	-5	-3	-6	1.0	Cc1cc(NC(=O)CSc2nnc(CNC(=O)c3cccc(C(F)(F)F)c3)o2)no1
-0.7	1.5	-4	1	7	-6	4	-6	-6	-1.3	CS(=O)(=O)c1nc(S(=O)(=O)c2ccc(Cl)cc2)c(NCCCN2CCCC2=O)s1
0.2	-0.9	-1	0	-4	0	-1	-3	-11	-2.0	O=C(NCC(=O)N1CCC2(CC1)NCCc1[nH]cnc12)c1ccc(F)cc1
-0.2	0.8	-1	4	3	-6	4	-1	2	-0.9	CCN1C(=O)[C@H]2[C@@H](c3ccc(OC)cc3)N3C(=O)CN(Cc4ccccc4)C(=O)[C@@]3(Cc3ccccc3)[C@H]2C1=O
-0.9	0.1	-1	0	-11	2	7	-5	3	-0.8	COc1ccc(OCC(=O)N/N=C(\C)c2ccc(OC)cc2)cc1
-0.5	0.4	-2	0	1	-13	10	-3	-5	0.1	COc1cccc(CN(C)C(=O)c2cccc(OC3CCN(C4CCCC4)CC3)c2)c1
-0.3	0.8	-1	-2	9	14	2	7	-5	-1.3	C/C(=N/NC(=O)c1ccc(-c2ccccc2)cc1)c1cccc(O)c1
0.3	0.0	3	2	-12	-2	1	0	·	-0.7	COC(=O)N(C)C[C@H]1OCc2cnnn2CCCC(=O)N([C@@H](C)CO)C[C@H]1C
1.2	-0.3	-3	1	2	-9	-3	-1	-6	-1.4	OCc1nc2ccc(Cl)cc2[nH]1
-0.3	1.4	-1	-18	10	-10	-12	-3	·	2.3	C[C@H]1CN([C@@H](C)CO)S(=O)(=O)c2ccc(/C=C/c3ccccc3)cc2O[C@H]1CN(C)C(=O)NC1CCCCC1
-0.4	1.2	-1	-3	1	4	-1	-3	-15	-1.0	CCCn1c2ccccc2c2cnn(CC(=O)OC)c(=O)c21
-2.4	1.6	-3	-1	3	-8	-4	-14	4	2.1	C/C(=N\OC(=O)c1ccc(C)cc1)c1sc(C)nc1C
-0.4	0.0	3	1	-6	-8	10	-5	2	-0.9	Cc1cc(C(F)F)n2nc(C(=O)Nc3cc(C)on3)nc2n1
-1.0	-0.4	0	1	0	-1	-2	-8	3	0.0	CCc1ccc(-c2nc(CN3CCCC(C(=O)O)C3)c(C)o2)cc1 (centres undefined)
-0.7	0.5	3	-7	-2	-4	1	-9	-2	2.2	Cc1cc(Nc2ccc(Cl)cc2)n(-c2cccc(Cl)c2)n1
-0.2	-0.7	0	5	8	-4	5	-1	5	-0.2	C=C1C(=O)OC2CC1C(O)CC(C)=CCCC(C)=CC(O)CC2C (centres undefined)
0.0	0.0	-3	-5	4	-6	-1	-1	-8	1.3	Cc1cccc(C(=O)Nc2cccc(S(=O)(=O)NCc3ccco3)c2)c1
-0.3	1.8	3	0	-6	2	3	-1	1	-0.5	CC(OC(=O)C1CSC2(C)CCC(=O)N12)C(=O)Nc1cccc(C#N)c1 (centres undefined)
-1.0	-0.6	-2	0	8	-9	-3	-3	-4	-0.2	C=CCn1c(SCc2c(C)noc2C)nc2ccccc2c1=O
-0.1	0.3	0	3	4	-4	2	7	-13	-0.7	CC(=O)N1CCN(C(=O)c2cccc(S(=O)(=O)Nc3ccc(C)cc3)c2)CC1
-0.9	0.1	0	5	-12	3	-1	4	-6	-1.6	COc1ccc(N2CCN(CCNC(=O)CCNS(=O)(=O)c3cccs3)CC2)cc1

Another view of some results above:
Order of values: TbMetRS inhib | MsrA inh | STEP inh | DNMT1 inh | CendR NRP1 mod | E coli Lon inh | SUMO1-SIM PPI | MsrA act | Scp-1 inhibitor | LMPTP inh
- CC(=O)N1CCN(C(=O)c2cccc(S(=O)(=O)Nc3ccc(C)cc3)c2)CC1
    -0.1 | 0.3 | 0 | 3 | 4 | -4 | 2 | 7 | -13 | -0.7
- COc1ccc(N2CCN(CCNC(=O)CCNS(=O)(=O)c3cccs3)CC2)cc1
    -0.9 | 0.1 | 0 | 5 | -12 | 3 | -1 | 4 | -6 | -1.6

Continued.
TbMetRS inhib	MsrA inh	STEP inh	DNMT1 inh	CendR NRP1 mod	E coli Lon inh	SUMO1-SIM PPI	MsrA act	Scp-1 inhibitor	LMPTP inh	smiles
-0.2	1.7	0	0	4	-1	-1	-3	-1	0.0	CC1CC(C)CN(CCCNC(=O)c2nn(C)c3c2CS(=O)(=O)c2ccccc2-3)C1 (centres undefined)
-1.1	-0.3	-4	-5	-2	5	3	1	-1	1.0	Cc1ccc(-c2noc(CCC(=O)NCCCN3CCN(c4cccc(Cl)c4)CC3)n2)cc1
-0.3	-0.5	2	3	3	0	2	-6	7	-1.0	COC(=O)[C@@H]1C[C@@]2(O)[C@H](O)[C@H](O)[C@H](O)C[C@H]2N1Cc1ccccc1OS(=O)(=O)c1ccc(C)cc1
-0.8	-0.6	-2	3	3	-7	-23	-3	-11	-0.2	CCOC(=O)N=S(=O)(Oc1ccc([N+](=O)[O-])cc1)c1ccc(Cl)cc1 (centres undefined)
-0.4	0.7	1	18	0	0	-5	-5	-34	7.7	CNc1nc(N)c([N+](=O)[O-])c(Nc2cccc(Cl)c2)n1
-0.5	-0.2	-1	-1	-2	-1	11	-2	-7	-0.2	CCOC(=O)C1CCCN(c2cc(=O)n(Cc3ccc(F)cc3)c(=O)[nH]2)C1 (centres undefined)
0.2	1.1	-2	1	-15	0	2	-5	-4	-1.1	CC(C#N)Sc1nnc(Nc2ccccc2)s1 (centres undefined)
1.5	1.6	0	1	141	-105	-40	-1	-15	4.6	COC(=O)c1cc2c(=O)c3ccccc3oc2nc1/C=C/N(C)C
-0.3	·	-2	-1	8	3	-1	-1	10	-1.4	CC(=O)c1cccc(NC(=O)CN(C)S(=O)(=O)c2ccc3c(c2)CCC(=O)N3)c1
0.5	0.3	0	-2	6	1	-3	-1	-2	-0.8	CC(C)(C)c1cc(C(=O)NCc2ccccc2)ccn1
0.3	0.1	0	2	-6	-3	-3	-4	-9	1.4	CC(C)CC(=O)NN(C)c1nc(-c2ccccc2)nnc1C(F)(F)F
-0.4	-1.2	2	2	2	2	2	-2	-8	1.3	O=C(COC(=O)c1cccnc1Cl)Nc1cc(S(=O)(=O)N2CCCCCC2)ccc1Cl
